# Bioassay records as filed in PubChem BioAssay.
# MCL1-BIM inh: MCL1-BIM-BH3 interaction inhibition (human); GST-MCL1 / FITC-Bim-BH3 fluorescence polarization; inhibition, % at 10.9 µM; actives 0.68% (n = 320,000); AID 2057;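 active = inhibition above the mean inhibition of all tested compounds plus 3 SD, set per campaign, cut at about 40% in these data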;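 note: 0% = DMSO wells and 100% = unlabeled Bim-BH3 peptide control; higher means more loss of mP so more displacement of Bim peptide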
# MEX-5 binding: C. elegans MEX-5 TCR-2 RNA binding activity. Q9XUB2. MEX-5/FITC-TCR2 RNA binding, fluorescence polarization; hits give low values. activity score (negative = inhibition of binding), % at 10 µM. actives 0.38% (n = 300,000). AID 1832;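 active = inhibition past about -25% in most replicates, and total fluorescence under double the plate's negative control median, limit read from the data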;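 note: 0% = DMSO and -100% = 5 µM competing unlabeled TCR2 RNA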
# BCLXL inh: inhibitors of human Bcl-xL; Q07817; GST-Bcl-xL / FITC-Bim BH3 peptide fluorescence polarization; inhibition, % at 10.9 µM; actives 0.7% (n = 320,000);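 active = inhibition above the mean of all tested compounds plus 3 SD, cutoff set per campaign, cut at about 30% in these data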;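 note: 0% = DMSO wells and 100% = unlabeled Bim-BH3 peptide competitor; inhibitors lower millipolarization by displacing the labeled peptide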
# VLA-4 inh: inhibition in a human VLA-4 binding assay; VLA-4 expressing cells, ligand binding flow cytometry; actives 0.2% (n = 330,000); inhibition, % (about 7 µM as worked out from the volumes in the protocol); AID 2557; P13612; in the data active = inhibition above about 50%
# Target sequence (P13612 whole entry, looked up): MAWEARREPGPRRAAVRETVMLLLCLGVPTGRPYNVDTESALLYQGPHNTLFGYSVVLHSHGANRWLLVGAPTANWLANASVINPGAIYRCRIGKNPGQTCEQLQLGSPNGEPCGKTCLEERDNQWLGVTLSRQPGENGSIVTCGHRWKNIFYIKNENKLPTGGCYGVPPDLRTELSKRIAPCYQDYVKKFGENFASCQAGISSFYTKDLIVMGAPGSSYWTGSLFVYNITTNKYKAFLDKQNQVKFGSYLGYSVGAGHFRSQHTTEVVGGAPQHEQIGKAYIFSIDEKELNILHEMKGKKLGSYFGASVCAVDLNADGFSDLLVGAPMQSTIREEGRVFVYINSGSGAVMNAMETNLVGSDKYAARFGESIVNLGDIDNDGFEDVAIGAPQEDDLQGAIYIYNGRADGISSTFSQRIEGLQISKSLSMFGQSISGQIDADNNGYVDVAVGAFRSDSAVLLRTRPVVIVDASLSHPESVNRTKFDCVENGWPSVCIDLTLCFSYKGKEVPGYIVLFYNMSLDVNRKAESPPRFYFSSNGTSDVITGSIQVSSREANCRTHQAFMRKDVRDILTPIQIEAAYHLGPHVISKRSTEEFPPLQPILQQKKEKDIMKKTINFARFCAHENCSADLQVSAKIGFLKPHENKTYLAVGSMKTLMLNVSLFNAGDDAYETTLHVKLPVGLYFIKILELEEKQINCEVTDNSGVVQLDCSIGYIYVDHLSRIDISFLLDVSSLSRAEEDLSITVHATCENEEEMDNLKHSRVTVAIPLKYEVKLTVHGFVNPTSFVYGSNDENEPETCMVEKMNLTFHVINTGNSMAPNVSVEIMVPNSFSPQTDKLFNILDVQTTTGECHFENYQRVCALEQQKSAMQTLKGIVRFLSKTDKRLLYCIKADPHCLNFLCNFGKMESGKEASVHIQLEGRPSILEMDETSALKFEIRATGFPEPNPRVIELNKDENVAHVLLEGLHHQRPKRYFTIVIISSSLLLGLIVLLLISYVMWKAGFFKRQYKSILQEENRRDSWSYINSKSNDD
# PME-1 inh: PME-1 (human) inhibition. inhibition, % at 5.9 µM. recombinant PME-1, FP-Rh probe fluorescence polarization. Q9Y570. actives 0.53% (n = 320,000);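 active = inhibition above the campaign mean of all compounds plus 3 SD, cut at about 26% in these data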;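 note: competitive labeling of PME-1 active site by serine hydrolase directed probe; 0% = PME-1 with DMSO and 100% = wells lacking PME-1 enzyme; inhibitors block probe labeling so polarization falls and inhibition rises; many of its hits are not listed in these tables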
# GRK2 aptamer HTS: inhibitors of human GRK2 displacing RNA aptamer | P25098 | bead flow cytometry, FAM-aptamer displacement from GRK2 | inhibition of aptamer binding, % at 10 µM | actives 0.59% (n = 330,000) | AID 488847;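 active = inhibition of aptamer binding above 40%, roughly 3 SD of noise, on plates passing a quality check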;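 note: median bead fluorescence of bound FAM aptamer so fluorescent compounds give negative values; no value below 0 was filed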
# Fam108B counter: counter-screen for RBBP9 inhibitors: inhibitors of mouse Fam108B | AID 1947 | recombinant Fam108B, FP-Rh probe fluorescence polarization | actives 0.33% (n = 300,000) | inhibition, % at 9.51 µM;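 active = inhibition above the screen mean inhibition plus 3 SD, computed separately per campaign, cut at about 18% in these data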;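 note: inhibitors lower polarization as less probe binds the enzyme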
# GLD-1 TGE inh: GLD-1-TGE RNA interaction inhibition (C. elegans); Q17339; purified GLD-1 + fluorescein TGE RNA, fluorescence polarization; inhibition, % at 5.96 µM; actives 0.44% (n = 320,000);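 active = percent inhibition above a per-plate cutoff, the plate mean of test compounds plus 3 SD, cut at about 30% in these data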;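 note: 0% = DMSO wells with GLD-1 and probe and 100% = wells lacking GLD-1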
# Efflux pump inh: inhibitors of Candida antifungal efflux pumps expressed in yeast; actives 0.44% (n = 330,000); S. cerevisiae Candida pump triplex, Nile Red efflux; AID 485275; inhibition, % at 10 µM;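 active = plate passing quality check with inhibition over a set limit, or well fluorescence over plate mean plus 4 SD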;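 note: Nile Red retained in pooled yeast measured as flow cytometry median fluorescence; 0% = buffer negative control and 100% = Enniatin B positive control; higher means more Nile Red kept so more efflux inhibition; some compounds called inactive have numbers as strong as hits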
# * marks the source's active call; other numbers are inactive results; i = inactive; · = no result given. Some of the compounds tested; rates above refer to the full screens.
SMILES,MCL1-BIM inh,MEX-5 binding,BCLXL inh,VLA-4 inh,PME-1 inh,GRK2 aptamer HTS,Fam108B counter,GLD-1 TGE inh,Efflux pump inh
CCC(NC(=O)c1cc(COc2ccc(OC)cc2Cl)on1)c1ccncc1 (stereo not given),5,1.8,4,-2,9,0,-6,0,-0.1
Cc1cc(C)c2c(N)c(C(=O)c3cccc(Cl)c3)sc2n1,8,3.9,8,7,7,0,-1,6,0.1
Cc1ccc(C2=[N+]([O-])C3(CCCCC/C3=N\NC(N)=S)N(O)C2(C)C)o1 (stereo not given),10,-1.4,7,-4,1,4,-4,1,0.1
COCCCNC(=O)c1cccc(C(=O)NCCCOC)c1,-1,-0.5,4,5,-5,2,0,7,0.2
CCn1c(=O)cc(OCC(=O)NCCCN2CC(C)CC(C)C2)c2ccccc21 (stereo not given),-2,-0.8,0,-3,-2,0,-1,8,0.0
COc1ccc(-c2oc3cccnc3c2C#CCO)cc1,12,2.1,-2,12,-1,0,5,1,0.0
Cc1cc2n(n1)SC(Nc1cc(Cl)ccc1Cl)N2 (stereo not given),3,-2.7,8,-3,-4,4,0,-3,-0.2
Cc1ccc(NC(=O)c2ccc3nsnc3c2)c(C)c1,-3,3.9,-1,-11,1,0,4,5,1.3
CC(C)OC(=O)C(C)(C)Oc1ccc(C(=O)c2ccc(Cl)cc2)cc1,24,-1.0,10,11,-6,1,-2,6,0.1
Cc1cc([N+](=O)[O-])nn1CCCC(=O)N1CCN(c2ccccc2)CC1,5,0.3,4,-2,6,2,0,5,-0.1
CCOc1ccc(-c2nc(N)ncc2Oc2cccc(OC)c2)c(O)c1,10,1.6,7,-20,6,3,-8,11,0.5
CCCOc1ccc(C(=O)NNC(=S)NC(=O)c2cc(-c3ccccc3)nc3ccccc23)cc1,-2,-0.1,-2,0,-2,4,5,0,0.2
C=CCSC1=C(C#N)C(c2ccc(OCC)cc2)CC(=O)N1 (stereo not given),5,0.8,6,-16,-11,2,1,-2,0.0
N/C(=N\c1nc(CSc2ccccn2)cc(=O)[nH]1)Nc1ccc(Cl)cc1Cl,13,0.4,2,-1,-1,4,0,-2,0.0
Cc1onc(-c2ccccc2)c1C(=O)Nc1ccc2c(c1)OCO2,-4,-2.0,-2,7,-1,1,1,-5,0.0
Cc1ccc(OC(=O)C2CSC3(C)CCC(=O)N23)c(Br)c1 (stereo not given),0,1.8,-1,7,1,0,-4,-2,0.3
Cc1nnc(NC(=O)CCSc2ccc(Cl)cc2)s1,1,-0.8,3,17,0,6,-2,-1,-0.1
CCSc1nnc(N(CCC#N)CCC#N)s1,-3,1.4,-2,0,0,1,6,-1,-0.1
O=C(C[C@H]1C/C=C\CC[C@@H](Cc2ccc(F)cc2)C(=O)O[C@@H](c2ccccc2)CNC1=O)N[C@H](CO)Cc1ccccc1,·,·,·,3,·,2,·,4,0.8
O=C1CCCCCC1C1(O)C(=O)Nc2ccc(Br)cc21 (stereo not given),1,0.9,-7,15,2,0,0,2,0.1
CCOC(=O)c1sc(NC(=S)NC(=O)c2ccccc2)nc1C,5,-2.5,0,28,0,3,-1,-2,-0.2
CC(C)N(C(=O)CSc1nnc(NC(=O)c2cccs2)s1)C(C)C,3,-1.2,2,18,-2,3,-2,3,-0.1
C=CCN(CC=C)C(=O)Nc1cc(OC)ccc1OC,·,0.9,·,-5,·,0,·,·,-0.1
COc1cc(F)c(S(=O)(=O)N2CCOc3ccccc32)cc1OC,-2,1.1,4,-6,5,1,-7,-1,0.0
COCCCN=CC1=C(O)CC(c2ccccc2)CC1=O (stereo not given),-8,0.5,0,0,6,0,5,1,0.4
O=C(CN1CCCc2ccccc21)N/N=C/c1ccc(O)cc1O,3,-0.1,3,10,9,8,5,-11,0.1
COc1ccccc1/C=N/NC(=O)CNC(=O)c1ccccc1,1,-3.0,6,-14,-2,0,-1,3,0.0
Cc1nn(CC2CC2)c(=O)n1-c1ccccc1,7,-0.7,1,1,-7,1,2,2,0.2
COc1ccc2nc(N3CCN(C(=O)c4ccc5ncsc5c4)CC3)sc2c1,-5,-0.7,2,16,-5,0,1,6,-0.1
CN1CCN(NC(=O)c2cc(S(=O)(=O)N3CCOCC3)c(Cl)cc2Cl)CC1,3,1.3,5,4,5,7,-1,7,0.0
O=C1C(Cl)=C(NCC2CCCO2)C(=O)N1c1ccccc1 (stereo not given),3,0.9,6,2,-5,2,-2,4,-0.1
Cc1cc(=O)oc2c3c(cc(OCC(=O)NCC(=O)O)c12)OC(C)(C)CC3,12,-2.1,12,2,3,0,4,3,-0.1
CCOc1c(Nc2ccccc2O)c(=O)c1=O,-7,0.2,7,12,-4,1,-2,7,0.1
CC(=O)Nc1cccc(C(=O)OC(C)C(=O)Nc2ccc(S(=O)(=O)N3CCCC3)cc2)c1 (stereo not given),-9,2.2,-7,-4,-4,0,0,4,-0.1
O=C(CSc1nccc(=O)[nH]1)N1c2ccccc2CCc2ccccc21,10,2.7,-1,-7,5,0,2,0,-0.1
CCOC(=O)CSc1nc(N(C)C)nc(N(C)C#N)n1,-1,0.9,0,8,-8,6,-5,-1,0.0

# Quoted at random: 3 entries already listed
SMILES,MCL1-BIM inh,MEX-5 binding,BCLXL inh,VLA-4 inh,PME-1 inh,GRK2 aptamer HTS,Fam108B counter,GLD-1 TGE inh,Efflux pump inh
CCOC(=O)CSc1nc(N(C)C)nc(N(C)C#N)n1,-1,0.9,0,8,-8,6,-5,-1,0.0
O=C(CN1CCCc2ccccc21)N/N=C/c1ccc(O)cc1O,3,-0.1,3,10,9,8,5,-11,0.1
COCCCN=CC1=C(O)CC(c2ccccc2)CC1=O (stereo not given),-8,0.5,0,0,6,0,5,1,0.4

# Remaining list, next part.
SMILES,MCL1-BIM inh,MEX-5 binding,BCLXL inh,VLA-4 inh,PME-1 inh,GRK2 aptamer HTS,Fam108B counter,GLD-1 TGE inh,Efflux pump inh
C/C(Cl)=C/Cn1c(N2CCCC2)nc2c1c(=O)[nH]c(=O)n2C,13,0.5,9,0,3,0,-3,0,0.0
O=C(COc1ccccc1Cl)Nc1nc(-c2ccncc2)cs1,·,·,·,-4,·,2,·,1,0.2
c1coc(CNc2ncnc3nc[nH]c23)c1,7,4.8,5,4,-2,0,0,1,0.0
CC(C)C(NC(=O)c1ccc(F)cc1)C(=O)NCC1CCCO1 (stereo not given),3,0.6,-1,7,7,5,3,-3,-0.1
O=C(CN1C(=O)NC2(CCCC2)C1=O)Nc1cc(Cl)ccc1Oc1ccccc1,-3,·,-1,28,-1,0,·,-3,0.1
CCOC(=O)c1cc(NC(=O)c2cccnc2)ccn1,8,3.7,8,-3,0,·,4,3,0.0
CCCn1c(C)cc(C(=O)COC(=O)c2c(C)nn(-c3ccccc3)c2C)c1C,8,3.5,4,-5,-1,1,-3,-1,0.1
O=C(C1CCN(c2nc(-c3ccccc3)nc3c2CCC3)CC1)N1CCC(O)CC1,0,3.2,-2,-19,-1,2,8,0,0.2
Cc1ccc(CNC(=O)c2cn(C3CCCCC3)c(=O)c3c2c2ccccc2n3C)o1,12,-1.0,12,-8,-1,0,8,2,-0.1
COc1ccc(OCc2nnc3n2N=C(c2ccccc2)C(CC(=O)O)S3)cc1 (stereo not given),-3,-0.5,-1,0,-5,0,-1,6,0.3
Cc1nc2c(=O)n(-c3cccc(C(F)(F)F)c3)nc(C)c2s1,-6,-0.6,2,13,-1,0,3,-4,0.2
Cc1cc(=O)[nH]c(SCC(=O)/C=C2\N(C)c3ccccc3C2(C)C)n1,8,4.3,10,i,-31,0,-17,10,0.2
COC(=O)COc1ccc(S(=O)(=O)NCc2ccco2)cc1Cl,9,-0.6,2,10,0,1,0,-1,-0.1
Cc1cnccc1CN(C)C(=O)CC1C(=O)NCCN1CC1CCCCC1 (stereo not given),7,-1.3,10,0,-4,0,0,6,0.1
Cc1ccccc1NC(=O)c1c([N+](=O)[O-])c(C(C)(C)C)nn1C,1,-1.8,3,16,3,0,0,-3,0.2
COc1ccc(-c2c(NC(=O)C(C)C)n(C)c3ccccc3c2=O)cc1,1,2.9,2,12,0,0,-2,9,0.0
O=C(CSc1nnc(NC(=O)c2c(F)cccc2F)s1)NCc1ccco1,8,-0.8,6,31,5,3,2,-1,-0.3
CCC(C)NC(=O)CSc1nc2c(sc(=S)n2-c2cc(Cl)ccc2OC)c(=O)[nH]1 (stereo not given),2,1.3,7,-15,8,1,-1,0,0.1
CC1CCN(Cc2c(C(=O)N/N=C/c3ccc(OC(C)C)cc3)nnn2-c2nonc2N)CC1,0,0.0,1,5,-15,1,-9,-2,0.4*
O=C(Cc1c[nH]c2ccccc12)NCc1ccccc1F,-2,1.8,-2,4,5,0,4,8,0.1
Cc1cc[n+](CC(=O)c2cc3ccccc3oc2=O)cc1,1,-1.2,12,0,-4,0,0,12,0.3
COc1ccc(OCC(=O)N2CCC3(CC2)CC(=O)c2ccccc2O3)cc1,-1,0.0,3,6,2,0,5,-5,0.2
CCOc1ccc(-c2ccc(SCC(=O)N3CCOCC3)nn2)cc1,-2,-1.5,4,6,-4,0,2,0,-0.1
COC(=O)c1ccc(-c2ncc[nH]2)cc1,2,1.0,8,15,-3,1,-5,-2,0.0

# Some of the entries so far, with tabs.
molecule	MCL1-BIM inh	MEX-5 binding	BCLXL inh	VLA-4 inh	PME-1 inh	GRK2 aptamer HTS	Fam108B counter	GLD-1 TGE inh	Efflux pump inh
Cc1cc[n+](CC(=O)c2cc3ccccc3oc2=O)cc1	1	-1.2	12	0	-4	0	0	12	0.3
CCOC(=O)c1cc(NC(=O)c2cccnc2)ccn1	8	3.7	8	-3	0	·	4	3	0.0
CC(C)C(NC(=O)c1ccc(F)cc1)C(=O)NCC1CCCO1 (stereo not given)	3	0.6	-1	7	7	5	3	-3	-0.1
COCCCNC(=O)c1cccc(C(=O)NCCCOC)c1	-1	-0.5	4	5	-5	2	0	7	0.2

# The results go on.
SMILES,MCL1-BIM inh,MEX-5 binding,BCLXL inh,VLA-4 inh,PME-1 inh,GRK2 aptamer HTS,Fam108B counter,GLD-1 TGE inh,Efflux pump inh
COC(=O)C1CCCN1S(=O)(=O)c1ccc2ccccc2c1 (stereo not given),5,-6.8,1,7,-10,4,4,5,0.1
CCCn1ncc(/C=N/O)c1C,7,-1.1,2,4,4,1,6,1,0.0
c1nc(CCO[C@H]2CCCCO2)cc2cc3c(cc12)OCO3,·,·,·,13,·,0,·,-1,-0.2
Cc1cc(/C=N/NC(=O)c2ccncc2)c(C)n1-c1cccc(C(F)(F)F)c1,1,2.6,0,-3,-1,0,6,-5,-0.1
COCCNS(=O)(=O)c1ccc2c(c1)C(=NO)c1cc(S(=O)(=O)NCCOC)ccc1-2,-1,3.4,-1,13,-44,0,-19,0,0.1
